# Screening results as filed in PubChem.
# mHtt clearance: mutant huntingtin protein clearance. HeLa Exon1htt(103Q)mCFP, aggregate imaging; zero = plate's median compound well. inhibition, % at 1.5 µM. 47,000 tested, 0.42% active;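 active = inhibition of aggregate fluorescence above about 70%, also judged a hit by eye on the cell image, limit read from the data, passing the limit was not always enough; inconclusive = no rule stated for this call; inactive = not judged a hit on image review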;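 note: cells exposed to compound for three days before fixation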
# mHtt clearance grain fraction: second read-out of mHtt clearance, no call of its own (marks repeat the call); fraction fluorescence in grains; measured here: aggregate grain fluorescence fraction; active compounds read low;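 scaled fraction of total cell fluorescence in grains with unit not stated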
# Starred values were filed as active, the others as inactive; i = inactive; ? = inconclusive; . = no result given. These rows are one share of the data; the hit share may differ from the screen's.
mHtt clearance	mHtt clearance grain fraction	SMILES
-45	29	CCOc1nc(-c2ccc(OC)cc2)ccc1-c1noc(-c2cccnc2)n1
32	31	O=C1c2ccccc2C(Nc2ccccc2F)N1c1cccnc1 (stereo unspecified)
39	11	Cc1ccccc1Cn1c(CN2CCc3ccccc3C2)nc2c1c(=O)n(C)c(=O)n2C
-11	25	COC(=O)CC(=O)CSc1nc(C)cc(C)c1C#N
62	17	COc1ccc(N2CCN(C(=O)C3CCCN(S(=O)(=O)c4cccc5cccnc45)C3)CC2)cc1 (stereo unspecified)
12	35	O=C1CCN2C=Nc3cccc4ccc1c2c34
8	17	CS(=O)(=O)N(CC(=O)N1CCN(Cc2ccccc2)CC1)Cc1ccccc1
-24	23	COc1ccc2c(OC)cc(-c3ccccc3)nc2c1
-9	36	O=S(=O)(c1ccc(Br)cc1)N1CCn2c(nc3ccccc32)C1
-46	72	Oc1c(C(c2cccs2)N2CCN(c3ccc(F)cc3)CC2)sc2ncnn12 (stereo unspecified)
-78	59	CSc1nnc(Cc2cc(=O)[nH]c(=O)[nH]2)n1-c1cccc(C)c1
-39	25	COc1ccc(C(=O)Nc2ccc(N3CCCC3)cc2)cc1
40	12	O=C(Nc1cccc(Cl)c1)Nc1ccc2c(c1)OCO2
-6	21	Cc1ccccc1-n1c(-c2cccnc2)n[nH]c1=S
22	15	CCn1c(CNc2ccc(OC)cc2)nnc1SCC(=O)c1ccc(OC)cc1
36	13	O=C(COc1ccccc1Cl)N1CCCC1
-16	22	Cc1cnc(NC(=O)CN2CCN(c3ccccc3F)CC2)s1
-23	22	CC(=O)Nc1nc2c(c3c1c(=O)oc1ccccc13)CCCC2
-25	22	OCC#CCSc1nnc(-c2ccccc2Br)o1
38	23	CCOC(=O)C1=C(C)NC(=O)NC1c1c(O)ccc2ccccc12 (stereo unspecified)
3	41	CCOC(=O)N1CCC(NC(=O)CN2C(=O)COc3ccc(C(C)(C)C)cc32)CC1
26	14	O=C(c1ccc(-c2cccc(C(F)(F)F)c2)o1)N1CCOCC1
-37	26	CC(C)n1c(SCC(=O)Nc2ccccc2)nc2c1c(=O)n(C)c(=O)n2C
-18	48	O=C(NCc1cccs1)c1cc(-c2cccs2)on1
-44	26	CCNc1sc(C(=O)c2cccs2)c(N)c1C#N
-41	28	CCOc1ccccc1N1CCN(C(=O)c2cc[n+]([O-])cc2)CC1
-22	55	c1ccc(N2CCN(c3nc4ccccc4n4cnnc34)CC2)cc1
26	25	CCCC1S/C(=N/N=C/c2cccs2)NC1=O (stereo unspecified)
-20	47	O=C(NCCc1ccccc1)c1ccc(-n2cnnn2)cc1
-37	25	O=C(CN1CC(=O)Oc2ccccc21)OCC(=O)c1ccccc1
-44	31	O=C(CSc1nnnn1-c1ccccc1)Nc1ccc(Cl)cc1
-20	44	O=C(CN(Cc1ccc(F)cc1)S(=O)(=O)c1ccccc1)N1CCCCC1
18	30	COc1ccc(Cl)cc1S(=O)(=O)N1CCN(C(=O)c2cc(OC)c(OC)c(OC)c2)CC1
5	36	CCCCCOP(=O)(OCCCCC)C1(NS(=O)(=O)c2ccccc2)C=CC(=O)c2ccccc21 (stereo unspecified)
-106	43	CSCC[C@H](NC(=O)C1CCN(S(=O)(=O)c2ccc(C)cc2)CC1)C(=O)NCC1CCCO1 (stereo partly specified)
20	32	COc1ccc(OC)c(C2C(C(C)=O)=C(O)C(=O)N2CCN2CCOCC2)c1 (stereo unspecified)
19	15	COc1nc(NCc2ccco2)nc(NC2CCCCC2)n1
-38	23	CC(=O)N1CCN(Cc2nc3cc(NC(=O)C4CCCCC4)ccc3n2C)CC1
8	19	COC(=O)c1cn(C(=O)c2ccco2)c2ccccc12
-105	38	CC1=CC(C)(C)N2C(=O)C3(C(C#N)=C(N)Oc4cc(C)oc(=O)c43)c3cccc1c32 (stereo unspecified)
-88	39	COc1ccc(N2CCN(Cc3nc4c(c(=O)[nH]c(=O)n4C)n3CCCc3ccccc3)CC2)cc1
50	15	c1ccc(CCNC2=NCCCS2)cc1
66	7	COc1ccc(OCCSc2nnc(-c3ccc(OC)cc3)n2N)cc1
3	45	C1CCN=C(Nc2nc3c(s2)CCCC3)CC1
-17	47	Cc1cccc(CSc2nnc(-c3ccccn3)n2N)c1
12	27	CCc1ccc2[nH]c(=O)c(CN(CCN(C)C)C(=O)Nc3ccccc3)cc2c1
-8	19	CCC1(CC)Cc2ccccc2-c2nc(CN3CCOCC3)[nH]c(=O)c21
-48	54	Cc1ccc(-c2nc(CSCC(=O)N3CCOCC3)c(C)o2)cc1

# Part of the list above in a different format.
> COc1ccc(N2CCN(Cc3nc4c(c(=O)[nH]c(=O)n4C)n3CCCc3ccccc3)CC2)cc1
- mHtt clearance: -88
- mHtt clearance grain fraction: 39

> c1ccc(CCNC2=NCCCS2)cc1
- mHtt clearance: 50
- mHtt clearance grain fraction: 15

> COc1ccc(OCCSc2nnc(-c3ccc(OC)cc3)n2N)cc1
- mHtt clearance: 66
- mHtt clearance grain fraction: 7

> C1CCN=C(Nc2nc3c(s2)CCCC3)CC1
- mHtt clearance: 3
- mHtt clearance grain fraction: 45

# (more compounds)
mHtt clearance	mHtt clearance grain fraction	SMILES
-123	72	O=C1c2ccccc2C(Nc2ccc3c(c2)OCO3)N1Cc1ccco1 (stereo unspecified)
-21	24	O=C(c1ccncc1)c1ccc(Br)cc1
13	31	COc1ccc2c(c1)CCc1c(C(=O)N3CCOCC3)noc1-2
54	7.4	CCN(CC)S(=O)(=O)c1cc(C(=O)Nc2ccccn2)ccc1C
12	26	CN(C)c1ccc(C2NCC(CCl)O2)cc1 (stereo unspecified)
-24	42	CCOC(=O)C1CCCN(C(=O)c2cc(Cl)ccc2Cl)C1 (stereo unspecified)
8	18	Cn1c(SCC(=O)NC(C)(C)C)nnc1-c1cccc(NC(=O)c2ccccc2F)c1
-24	54	Clc1ccc(-c2nnn(Cc3nc4ccccc4s3)n2)cc1
24	23	Cc1c(NC(=O)C2CCCN2C(=O)c2cccs2)c(=O)n(-c2ccccc2)n1C (stereo unspecified)
24	14	O=C(Nc1cc(C(=O)N2CCCC2)ccc1N1CCCC1)c1ccccc1
22	13	CCC(C)Nc1nc2c(c(=O)n(C)c(=O)n2C)n1Cc1ccc(F)cc1 (stereo unspecified)
-12	36	Cc1nnc(SCC(=O)Nc2ccc3c(c2)COC3=O)n1-c1ccccc1
?	.	CCCOC1(NC(=O)c2ccccc2)C(C)=CC(=O)C=C1C
8	20	CNC(=O)c1cn(-c2ccccc2)c(=O)c2ccccc12
-25	40	CN1CCN(C(=O)c2ccc(CS(=O)(=O)c3c(Cl)cccc3Cl)o2)CC1
19	14	Cn1c(OCc2cccnc2)nc2c1c(=O)n(Cc1ccccc1)c(=O)n2C
48	18	Cc1noc(NS(=O)(=O)c2ccc(N3CC(O)=C(c4ccccc4)C3=N)cc2)c1C
-10	21	O=C(C1CCC1)N1CCc2cc(S(=O)(=O)NC3CCCc4ccccc43)ccc21 (stereo unspecified)
16	30	CSC1=N/C(=C\c2ccc(Br)o2)C(=O)S1
53	15	O=C(Nc1nc(-c2ccccn2)cs1)C1CC1
-19	43	COc1ccc(C(=O)C2CCN(C(=O)c3ccc(C)cc3)CC2)cc1
6	32	Cc1cc(=O)oc(C)c1C(=O)OCC(=O)c1ccccc1
43	9.7	COc1ccc(Nc2oc(COc3ccc(OC)cc3)nc2C#N)cc1
22	35	Cc1cc(-c2c(C)n([O-])c(C)c(C)[n+]2=O)ccc1F

# Two entries from above in another layout:
SMILES | mHtt clearance | mHtt clearance grain fraction
Clc1ccc(-c2nnn(Cc3nc4ccccc4s3)n2)cc1 | -24 | 54
CN(C)c1ccc(C2NCC(CCl)O2)cc1 (stereo unspecified) | 12 | 26

# Continuation.
mHtt clearance	mHtt clearance grain fraction	SMILES
8	31	Cc1ccc(NC(=O)CS(=O)CC(=O)Nc2cccc(C)c2C)cc1F (stereo unspecified)
10	31	COc1ccc(C(=O)NCc2cn3ccccc3n2)cc1
47	19	COc1cc(CN2CCC(C(=O)N3CCCC(C)C3)CC2)cc(Br)c1O (stereo unspecified)
-27	26	O=c1oc2ccccc2c(Nc2ccccc2)c1[N+](=O)[O-]
-14	39	CN1CCN(Cc2nc(N)nc(Nc3ccc4c(c3)OCCO4)n2)CC1
56	7.8	CCn1c(=O)n(CC)c2cc(S(=O)(=O)N3CCC(c4ccccc4)CC3)ccc21
2	33	COc1ccc(OCC(=O)Nc2cccc(-c3nc4ccccc4[nH]3)c2)cc1
41	25	CSCCC1NC2(C(=O)Nc3c(Cl)cccc32)[C@@H]2C(=O)N(C3CCCC3)C(=O)[C@H]12 (stereo partly specified)
-4	20	O=C(Nc1ccccc1N1CCN(c2ccccc2)CC1)C12CC3CC(CC(C3)C1)C2
-7	36	Cc1cc(NC(=O)c2cc(C(C)C)on2)nn1Cc1ccc(Cl)cc1
-24	49	Cc1ccc(-c2c(C)n([O-])c3c([n+]2=O)CCCC3)o1
40	18	COc1ccc(NC(=O)CN2CCC3(O)CCCCC3C2c2ccccc2OC)cc1 (stereo unspecified)
6	17	CC(=O)c1ccc(N(C)C)c2c(N(C)C)cccc12
-107	37	Cn1c(=O)c2c(nc(SCC(=O)N3CCc4ccccc43)n2Cc2ccc(F)cc2)n(C)c1=O
-113	80	COc1ccc(N2CCN(CC(=O)Nc3nnc(-c4ccccc4)s3)CC2)cc1
26	15	O=C(c1cccs1)N1CCN(C2CCCCC2)CC1
7	29	CCOC(=O)C1CCN(C(=O)CCn2c(=O)[nH]c3ccccc3c2=O)CC1
-69	66	CCCCCC(=O)Nc1nc(C)c(-c2csc(Nc3cc(OC)ccc3OC)n2)s1
40	13	CCCS(=O)(=O)N1CCCC(C(=O)N2CCN(c3ccccc3)CC2)C1 (stereo unspecified)
16	17	CC(=O)Nc1ccc(NC(=O)CSc2nnc(C3CC3)n2C)cc1
34	14	COc1cc(C2NC(=S)NC(C)=C2C(=O)OC(C)C)ccc1OC(C)C (stereo unspecified)
6	21	O=C(Nc1ccc2nc(-c3ccccc3)[nH]c2c1)c1cccs1
20	17	O=C1CCN(C(=O)Nc2cccc(Cl)c2)N1
-28	28	Cc1nnc(SCCc2ccccc2)[nH]c1=O
12	30	OCCCc1nc2ccccc2n1CCOc1ccccc1
55	14	CCOc1ccc(Cn2nnc(C(=O)Nc3cc(C)cc(C)c3)c2N)cc1
-52	55	COC(=O)C1=C(C)N=c2s/c(=C/c3cccs3)c(=O)n2C1c1cccs1 (stereo unspecified)
-55	33	COC(=O)C1=C(C)NC(=O)CC1c1ccc(F)c(Br)c1 (stereo unspecified)
-14	20	Cc1c(NC(=O)NC(=O)c2ccc(F)cc2)c(=O)n(-c2ccccc2)n1C
0	38	Cc1csc(NC(=O)CSc2ncn(-c3ccccc3)n2)n1
-32	31	CCOC(=O)C1CCN(C(=O)Cn2cccc2C(=O)c2ccccc2)CC1
0	18	O=C(c1ccccc1)c1cc(-c2ccccc2)on1
-1	17	COCCOC(=O)C1=C(C)N(Cc2ccccc2)C(=O)NC1c1cccc(OC)c1OC (stereo unspecified)
-14	23	COC(=O)c1cc(OC)c(OC)cc1NC(=O)c1c(-c2ccccc2)noc1C
-20	23	COc1ccccc1C(=O)NC1CCCCCCC1
2	36	CC(C)(C)NC(=O)CSc1nnc(Cc2ccc3c(c2)OCO3)n1C1CCCCC1
-34	25	Cc1cc(NC(=O)Nc2cccc(C(F)(F)F)c2)no1
39	11	Cc1cc(C)cc(N(CC(=O)N2CCOCC2)S(=O)(=O)c2ccccc2)c1
-57	54	COc1ccc(CN(C(=O)c2ccco2)c2ccc(C)cc2)cc1OC
0	35	COc1ccc(-c2nc(C#N)c(NCc3ccccc3Cl)o2)cc1OC

# Some of the entries so far, with two lines to a compound:
# Each structure is followed by: mHtt clearance, mHtt clearance grain fraction
COCCOC(=O)C1=C(C)N(Cc2ccccc2)C(=O)NC1c1cccc(OC)c1OC (stereo unspecified)
  -1, 17
COC(=O)c1cc(OC)c(OC)cc1NC(=O)c1c(-c2ccccc2)noc1C
  -14, 23
COc1ccccc1C(=O)NC1CCCCCCC1
  -20, 23
CC(C)(C)NC(=O)CSc1nnc(Cc2ccc3c(c2)OCO3)n1C1CCCCC1
  2, 36

# Further entries:
mHtt clearance	mHtt clearance grain fraction	SMILES
-6	40	O=C(COC(=O)C1=COCCO1)NCCCc1ccccc1
53	9.4	CCc1cccc(NC(=O)NC2CCCCC2)c1
-40	30	Cn1c(SCC(=O)Nc2ccc(N3CCOCC3)cc2)nnc1-c1ccccc1
20	35	O=C(Nc1ccccc1C(=O)Nc1ccc2c(c1)OCO2)c1ccco1
26	24	CN(C)/C=C1\C(=O)Nc2ccccc21
-38	32	CCN1C(=O)/C(=C2/C=Cc3ccccc3N2C)OC1=S
4	16	Cc1cc(C)nc(SCCS(=O)(=O)Cc2ccccc2)n1
-22	20	CCc1nnc(NC(=O)c2ccc(OC)cc2OC)s1
-13	42	CCCCCCSC1=C(C#N)C(c2ccc(C)o2)CC(=O)N1 (stereo unspecified)
-6	21	O=C(CCn1cnc2ccccc2c1=O)Nc1nc2c(s1)CCCC2
17	15	COc1ccc(OC)c(NC(=O)C2CC(=O)n3ncnc3N2)c1 (stereo unspecified)
43	30	CSc1ccc(Cn2nnc(C(=O)Nc3ccc(C)c(C)c3)c2N)cc1
0	38	CCCOc1ccc(N2C(=O)C3C(C(C)C)NC4(C(=O)c5ccccc5C4=O)C3C2=O)cc1 (stereo unspecified)
i	325	Cn1c(=O)[nH]c(=O)c2c1nc(SCCN1CCOCC1)n2CCCc1ccccc1
58	16	C/C(=N\NC(=O)CNc1ccccc1Cl)C(C)(C)C
-33	29	O=C1CN(C(=O)CSc2nncn2-c2ccccc2)c2ccccc2N1
-11	42	COc1ccc(C2C(C(=O)Nc3cccc(C)n3)c3ccccc3C(=O)N2C)cc1OC (stereo unspecified)
13	18	Cc1nc(-c2coc3cc(O)c(C)cc3c2=O)cs1
